PLCb3 inh – human PLC-beta3 inhibitors, primary screen, biochemical, fluorescence; AID 720704, 2013; 0.18% of 370,000 active; inhibition, % at 12.2 µM; 1-phosphatidylinositol 4,5-bisphosphate phosphodiesterase beta-3 (Homo sapiens), Q01970; Purified PLC-beta3, fluorogenic substrate; in the data active = inhibition above about 11%;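 also: 0% = median of compound wells on plate and 100% = full blocker control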
Rev-erbA mod – modulators of Rev-erb alpha DNA binding, primary screen, biochemical, FITC-DNA, fluorescence polarization, uHTS; activity, % at 10 µM; 0.79% of 370,000 active; Rev-erbα–FITC-DNA binding, 90 min; AID 1259318, 2017;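 active = activity above about 14%, limit read from the data; passing the limit was not always enough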;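 also: 0% = DMSO wells with 35 nM protein and 100% = DMSO wells with 750 nM protein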
Target sequence (P20393 whole entry, looked up): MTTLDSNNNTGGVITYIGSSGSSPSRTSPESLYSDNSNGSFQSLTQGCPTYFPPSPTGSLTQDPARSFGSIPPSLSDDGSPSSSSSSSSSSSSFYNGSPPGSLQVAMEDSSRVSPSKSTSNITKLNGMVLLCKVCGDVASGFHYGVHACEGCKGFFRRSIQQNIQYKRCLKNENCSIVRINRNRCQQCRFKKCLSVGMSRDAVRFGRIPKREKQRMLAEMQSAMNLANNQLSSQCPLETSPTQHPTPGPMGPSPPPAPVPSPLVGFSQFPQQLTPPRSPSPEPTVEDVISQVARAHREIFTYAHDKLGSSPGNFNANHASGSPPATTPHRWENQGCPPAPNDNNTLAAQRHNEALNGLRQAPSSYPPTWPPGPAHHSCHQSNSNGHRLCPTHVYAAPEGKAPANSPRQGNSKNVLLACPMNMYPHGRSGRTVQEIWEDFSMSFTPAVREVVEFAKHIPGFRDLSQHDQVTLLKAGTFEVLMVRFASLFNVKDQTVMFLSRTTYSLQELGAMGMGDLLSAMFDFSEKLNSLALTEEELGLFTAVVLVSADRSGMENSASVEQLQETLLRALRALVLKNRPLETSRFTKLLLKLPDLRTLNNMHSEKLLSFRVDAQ
SMARCA2 act – SMARCA2 (BRM) function activators, primary screen, cell-based, luminescence, high throughput; MG213 cells, MMTV-luciferase reporter, dexamethasone, overnight; activation, % at 9.1 µM; 1% of 370,000 active; AID 652017, 2013; in the data active = activation above about 7.8%;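 also: 0% = vehicle wells and 100% = reference activator wells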
PG9 Ab binder – binders of HIV-1 gp120 antibody PG9, primary screen, biochemical, TR-FRET. HIV-1 gp120 / PG9 antibody interaction. TR-FRET gp120-PG9 antibody binding. inhibition, % at 6.7 µM. 0.43% of 360,000 active; in the data active = inhibition above about 8.5%
HGIII-sPLA2 inh – human group III sPLA2 inhibitors, primary screen, biochemical, QFRET, BODIPY PC-A2 liposome substrate. Group 3 secretory phospholipase A2 (Homo sapiens), Q9NZ20. QFRET BODIPY PC-A2 liposome hydrolysis, fluorescence. inhibition, % at 12.2 µM. 0.56% of 370,000 active. AID 743126, 2013;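 active = inhibition above mean plus 3 SD of compounds lying within the high and low control bounds, cut at about 19% in these data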;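 also: 0% = median of test compound wells and 100% = no enzyme DMSO wells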
Target sequence (Q9NZ20 whole entry, looked up): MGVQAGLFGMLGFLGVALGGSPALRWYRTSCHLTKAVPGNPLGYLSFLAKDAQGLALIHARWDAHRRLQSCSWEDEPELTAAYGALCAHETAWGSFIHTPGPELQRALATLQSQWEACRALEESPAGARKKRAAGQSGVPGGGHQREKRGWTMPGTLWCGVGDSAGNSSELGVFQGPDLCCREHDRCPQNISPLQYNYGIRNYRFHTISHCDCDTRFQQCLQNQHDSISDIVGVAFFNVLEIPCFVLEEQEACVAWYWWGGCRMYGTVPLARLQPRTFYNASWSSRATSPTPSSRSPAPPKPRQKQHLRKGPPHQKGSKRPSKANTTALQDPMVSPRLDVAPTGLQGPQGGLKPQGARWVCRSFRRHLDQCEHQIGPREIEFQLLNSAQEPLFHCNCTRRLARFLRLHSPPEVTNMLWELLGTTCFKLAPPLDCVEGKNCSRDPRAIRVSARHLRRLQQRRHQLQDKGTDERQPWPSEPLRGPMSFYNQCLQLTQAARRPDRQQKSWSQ
hgDAF-12 ag – H. glycines DAF-12 receptor agonists, primary screen, cell-based, luminescence, HEK293, GAL4 fusion, UAS-luciferase; Nuclear hormone receptor DAF-12 (Heterodera glycines), GAL4 fusion; HEK293 GAL4-hgDAF12 UAS-luciferase reporter, agonist luminescence; normalized to butyrate control; activation, % at 6.8 µM; 1.8% of 370,000 active; AID 687014, 2013;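 active = activation above a cutoff set at the mean of all screened compounds plus 3 SD, cut at about 10% in these data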;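 also: 0% = DMSO wells and 100% = sodium butyrate wells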
DAX1 inh-1 – DAX1 (NR0B1) inhibitors, primary screen, cell-based, HEK293, Gal4-DAX1, luciferase luminescence. Nuclear receptor subfamily 0 group B member 1 (Homo sapiens), P51843. HEK293 Gal4-DAX1 luciferase reporter. inhibition, % at 6.75 µM. 0.99% of 340,000 active. AID 504766, 2011;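 active = inhibition above the mean over all tested compounds plus 3 SD, cut at about 4.2% in these data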;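 also: 0% = DAX1-transfected cells with DMSO and 100% = empty-vector control cells with DMSO; inhibition shows as a rise in luminescence from relieved DAX1 repression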
DAX1 inh-2 – DAX1 (NR0B1) inhibitors on StAR promoter, primary screen, cell-based, luminescence, SF-1 (NR5A1), full-length DAX-1; HEK293T StAR-luciferase reporter, SF-1/DAX-1 repression relief; inhibition, % at 6.8 µM; 1.1% of 370,000 active; AID 652010, 2013;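 active = inhibition above the mean over all tested compounds plus 3 SD, cut at about 3.6% in these data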;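 also: 0% = DAX-1 cells with DMSO and 100% = cells lacking DAX-1 with DMSO; higher inhibition means more luminescence from relief of DAX-1 repression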
hcDAF12 agonist – H. contortus DAF-12 nuclear receptor activators, primary screen, cell-based, luminescence, HEK293, lit1-tk-luc reporter | HEK293 hcDAF-12 lit1-tk-luc reporter; 0% DMSO, 100% Δ7-dafachronic acid | activation, % at 6.8 µM | 1.4% of 370,000 active;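 active = activation above the mean of all tested compounds plus 3 SD, cut at about 5.5% in these data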;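 also: 100% = response to 3 µM Δ7-dafachronic acid high control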
ssDAF-12 act – S. stercoralis DAF-12 nuclear receptor activators, primary screen, cell-based, luminescence, HEK293, GRIP1 co-expression, lit1-tk-luc; HEK293 ssDAF-12/GRIP1 lit1-tk-luc reporter; % of 3 µM dafachronic acid response; Nuclear hormone receptor DAF-12 (Strongyloides stercoralis); 1% of 370,000 active; activation, % at 6.8 µM; AID 652126, 2013;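 active = activation above the mean over all tested compounds plus 3 SD, cut at about 0.9% in these data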;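 also: 0% = DMSO-only wells and 100% = 3 µM delta7-dafachronic acid wells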
GAA850 FXN act – FXN promoter activators, primary screen, cell-based, luciferase luminescence, HEK293 lucGAA850 | HEK293 lucGAA850 FXN promoter luciferase reporter, 24 h; percent of 10 µM SAHA response | activation, % at 6 µM | 0.56% of 360,000 active | AID 540364, 2011;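 active = activation above the average of all compounds screened plus 3 SD, cutoff fixed separately per campaign, cut at about 7.5% in these data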;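 also: 0% = DMSO wells and 100% = 10 µM SAHA wells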
The depositor's hits bear a star; . = not tested or not shown.

SMILES | PLCb3 inh | Rev-erbA mod | SMARCA2 act | PG9 Ab binder | HGIII-sPLA2 inh | hgDAF-12 ag | DAX1 inh-1 | DAX1 inh-2 | hcDAF12 agonist | ssDAF-12 act | GAA850 FXN act
Cc1ccc(C(C(=O)NC2CCCCC2)N(CC2CCCO2)C(=O)CNC(=O)c2ccco2)cc1 (stereo not drawn) | 4 | -1 | -4 | -2.5 | 2 | -0.2 | 0.6 | -0.3 | -0.7 | -1.3 | -0.1
Cc1ccccc1/C=N/NC(=O)c1sccc1C | -4 | 5 | 1 | -1.8 | 4 | 27* | 2.4 | 6.2* | 12* | 2.0* | 1.8
O=C(NCCc1ccccc1)[C@@H]1CC=C[C@@H]2CCN(C3CCCCC3)C(=O)[C@@H]21 | -16 | 2 | 0 | 0.3 | 3 | -1.6 | 0.1 | 0.0 | -1.1 | -1.2 | -4.3
O=C(Nc1nnc(CC(=O)N2CCOCC2)s1)C1COc2ccccc2O1 (stereo not drawn) | 2 | -1 | 1 | 2.2 | 2 | 1.8 | 1.6 | -0.1 | -2.3 | -1.1 | 0.0
O=C(O)CNC(=O)C1COc2ccccc2O1 (stereo not drawn) | -1 | -6 | 0 | 2.0 | 7 | 1.1 | -0.5 | -0.4 | -0.9 | -1.1 | 0.9
CC(C)N1CCC2(CC1)Oc1ccc(Br)cc1C1CC(c3cccnc3)=NN12 (stereo not drawn) | -15 | -1 | -2 | 0.8 | 11 | 1.7 | 2.3 | 1.2 | 1.7 | -0.2 | 1.6
O=C(CSc1nnc(CNC(=O)c2ccccc2F)o1)Nc1cccc(C(F)(F)F)c1 | -10 | -2 | -2 | 0.3 | -9 | 2.1 | 0.5 | -0.2 | 0.8 | -1.2 | 4.8
CC(=O)C[C@@H]1SC[C@H](c2ccccc2)N1S(=O)(=O)c1ccc(C)cc1 | 2 | 1 | -2 | 0.3 | 3 | 4.3 | . | 0.1 | -1.3 | 0.0 | .
CCn1cc(/C=C(\NC(=O)c2ccccc2Cl)C(=O)N2CCOCC2)c2ccccc21 | -12 | 9 | 0 | -2.5 | -7 | 1.3 | 0.2 | -0.4 | 0.6 | -1.2 | 1.0
Cc1c(C)c2ccc(OC(C)C(=O)N[C@@H](Cc3c[nH]c4ccccc34)C(=O)O)c(C)c2oc1=O (stereo partly drawn) | -20 | -3 | -2 | -0.7 | -55 | 2.1 | 4.0 | 1.0 | 5.9* | -1.0 | 0.9
CN(C(=O)CN1CCCCCC1)c1c(N)n(Cc2ccccc2)c(=O)[nH]c1=O | -37 | 3 | -1 | 3.5 | 2 | -1.5 | -0.1 | 0.3 | 0.2 | -0.9 | 1.5
COc1ccc(Cl)cc1C(=O)Nc1ccc(Br)c(C)n1 | 1 | 28* | 0 | -3.0 | -2 | -2.8 | -0.5 | 0.0 | 2.3 | 0.0 | 0.2
Fc1ccccc1Cn1nnc(-c2ccc3c(c2)OCO3)n1 | 1 | 2 | 5 | -0.2 | -3 | 14* | 4.0 | 3.7* | 5.3 | 1.3* | 6.7
CCOc1ccc(S(=O)(=O)N2CCOCC2)cc1NC(=O)C1CSC2(C)CCC(=O)N12 (stereo not drawn) | -2 | -3 | -1 | 0.2 | -1 | 1.6 | -0.9 | 1.0 | -0.6 | -0.9 | -0.8
c1ccc(-n2nnnc2NCCc2c[nH]c3ccccc23)cc1 | 0 | -3 | -6 | -0.9 | -72 | -0.1 | -0.8 | -1.5 | 0.5 | -0.4 | 2.0
COC(=O)c1ccc(NC(=O)c2cccc(C)c2)cc1 | -9 | -3 | -2 | -0.6 | 8 | 0.5 | 2.0 | 0.7 | -0.6 | -1.2 | 3.1
CS(=O)(=O)c1ccc(NS(=O)(=O)c2ccc(Cl)c(C(=O)NCc3ccco3)c2)cc1 | -3 | 7 | 1 | -2.8 | -8 | 0.7 | 0.4 | -0.6 | 3.3 | -1.2 | 1.1
COC(=O)Nc1sc2c(c1C(=O)NC1CC1)CCCCCC2 | -1 | 3 | 2 | 0.4 | -1 | 6.4 | -0.2 | -0.7 | -1.6 | -1.3 | -0.1
CCCCCC(=O)Nc1cccc(S(=O)(=O)NC2=NCCC2)c1 | 0 | 9 | -4 | -2.1 | 3 | -0.7 | -0.4 | 2.8 | 0.5 | -0.9 | 1.1
Cc1ccc(-c2nn(C)c(=O)c3ccccc23)cc1S(=O)(=O)NCCN(C)C | -2 | 1 | -6 | 0.8 | 1 | -2.1 | 0.2 | -0.3 | 2.1 | -1.3 | 0.8
CCc1ccc(N2CCN(C(=O)c3ccc(OC)c(OC)c3)CC2)cc1 | 3 | 1 | -3 | -0.5 | 1 | -2.0 | -3.9 | -3.6 | -4.9 | -2.2 | -0.3
Cc1ccc(S(C)(=O)=O)cc1S(=O)(=O)Nc1ccccc1 | 1 | 5 | -3 | -0.1 | 1 | 1.4 | 1.8 | 0.3 | 0.1 | -0.8 | 0.8
CCc1ccccc1NC(=O)CSc1nnc(-c2ccco2)n1N | 3 | 2 | -4 | 2.7 | 3 | -2.9 | 0.6 | 0.2 | 0.8 | -1.3 | 0.3
Cc1cc(NS(=O)(=O)c2ccc(NC(=O)CSc3nnc(-c4ccc(C(C)(C)C)cc4)n3Cc3ccco3)cc2)nc(C)n1 | -2 | 0 | -2 | . | -71 | 0.4 | . | 0.4 | -0.9 | -1.3 | .
CN(C(=O)c1ccncc1)c1nnc(-c2ccccn2)s1 | -34 | -1 | 3 | -0.8 | -2 | 3.7 | 2.1 | 0.1 | 1.9 | -0.6 | 0.7

Next part.
SMILES | PLCb3 inh | Rev-erbA mod | SMARCA2 act | PG9 Ab binder | HGIII-sPLA2 inh | hgDAF-12 ag | DAX1 inh-1 | DAX1 inh-2 | hcDAF12 agonist | ssDAF-12 act | GAA850 FXN act
Nc1nc(NC(=O)CCC(=O)O)nn1-c1ccccc1 | -8 | -2 | -3 | -2.1 | 5 | -0.5 | 1.2 | 0.1 | -0.4 | -0.3 | 1.4
O=C(OCCc1ccccn1)c1cccc([N+](=O)[O-])c1 | 2 | 1 | 8.2* | -0.2 | 4 | 3.8 | -1.7 | 0.8 | 0.9 | -0.8 | -1.1
Cc1cc(C)c(NC2=NCC(=O)N2C2CCCCC2)c(C)c1 | 4 | 0 | -2 | -0.2 | -1 | -1.0 | -0.2 | 1.1 | 1.4 | -1.1 | -1.5
O=C1NC(=O)C(Nc2cccc3ccccc23)S1 (stereo not drawn) | -9 | 0 | 1 | -1.2 | -11 | 1.6 | 1.4 | 1.0 | 2.4 | 0.2 | 0.6
COC(=O)[C@]12C[C@H](CC(=O)N3CCOCC3)C(=O)N(Cc3cccc4ccccc34)C1=C[C@H](COCc1ccccc1)O[C@@H]2C | -1 | 3 | 0 | . | -14 | -1.0 | . | -1.3 | -2.1 | -0.8 | .
CCOC(=O)N1CCN(C(=O)c2ccc3c(=O)n(-c4ccccc4F)c(=S)[nH]c3c2)CC1 | -31 | 0 | -4 | -0.7 | 10 | -1.7 | -0.3 | 0.0 | -0.3 | -1.7 | -2.7
CCOC(=O)c1c(NC(=O)CN2CCN(c3ccc(Cl)cc3)CC2)sc(C)c1C | 2 | 8 | 0 | -0.3 | -3 | 2.3 | -0.3 | -0.6 | -0.5 | -1.1 | -0.8
O=C(CSCc1ccccc1F)NCc1ccc(F)cc1 | 2 | 7 | 0 | -0.5 | -1 | 1.9 | -0.4 | 0.2 | 0.2 | -1.6 | 1.9
O=C(NC(=S)Nc1ccccn1)c1cc(-c2ccccc2)nc2ccccc12 | 1 | -1 | -4 | -1.6 | 8 | 3.5 | -1.5 | -0.1 | -1.9 | -1.9 | -0.5
Cc1ccc(C(=O)c2oc3ccccc3c2NC(=O)c2cc(-c3ccccc3O)n[nH]2)cc1 | 5 | -6 | 7 | -2.7 | 1 | -2.8 | -0.9 | -0.7 | 0.1 | -1.5 | 1.1
CN1CCc2c(c3c(n2C)CCN(C)C3c2ccc(F)cc2)C1c1ccc(F)cc1 (stereo not drawn) | -7 | 2 | -3 | 0.7 | 0 | 0.8 | -0.1 | -0.2 | -1.9 | -0.7 | 0.2
O=S(=O)(Nc1ncn[nH]1)c1ccc2ccccc2c1 | 0 | 6 | 2 | -0.3 | -1 | 4.0 | 0.0 | 0.8 | 1.7 | -0.8 | -0.8
CCOC(=O)Cn1c(=NC(=O)CSC(C)=O)sc2cc(OC)ccc21 | -6 | -2 | 1 | 13* | 1 | -1.9 | 0.1 | -0.5 | 2.5 | -1.1 | 0.4
COc1ccc(N=C(NN)c2ccc3ccccc3n2)cc1 | -8 | -1 | -8 | -1.9 | 9 | -17 | -1.9 | -2.8 | -5.3 | -2.6 | -9.1
O=C1NC[C@@H](CCCCN2C[C@H](Cc3ccc(O)cc3)N(Cc3ccccc3)C(=O)C2=O)N(Cc2ccccc2)C1=O | 3 | 0 | -2 | -0.1 | -4 | -0.2 | . | -0.4 | 1.9 | -0.8 | .
COC(=O)/C=C1/S/C(=N/NC(=O)c2ccccc2OC)NC1=O | -68 | -3 | 0 | -4.3 | -1 | -1.1 | 0.5 | -0.6 | 1.8 | -0.9 | -0.7
CCO[C@H]1OC(C(=O)N2CCN(Cc3ccccc3)CC2)=C[C@@H](c2cn(C(C)=O)c3ccccc23)[C@@H]1CCCO | 0 | 0 | -1 | -1.6 | -14 | -3.7 | -1.2 | 0.1 | -1.4 | -1.4 | -2.6
Cn1c(=O)c2c(-c3ccccc3)n(-c3cc([N+](=O)[O-])ccc3N)cc2n(C)c1=O | -3 | 6 | 1 | -0.4 | -12 | 9.8 | . | 0.5 | 1.6 | -0.4 | .
CCc1nc2ccccc2c(C(=O)Nc2cccc(C)c2)c1C | -8 | -1 | -2 | 1.1 | 4 | 0.6 | -0.7 | -0.9 | -1.4 | -1.5 | 1.3

Structural class, the entries above with a nitro group on carbon.
SMILES | PLCb3 inh | Rev-erbA mod | SMARCA2 act | PG9 Ab binder | HGIII-sPLA2 inh | hgDAF-12 ag | DAX1 inh-1 | DAX1 inh-2 | hcDAF12 agonist | ssDAF-12 act | GAA850 FXN act
O=C(OCCc1ccccn1)c1cccc([N+](=O)[O-])c1 | 2 | 1 | 8.2* | -0.2 | 4 | 3.8 | -1.7 | 0.8 | 0.9 | -0.8 | -1.1
Cn1c(=O)c2c(-c3ccccc3)n(-c3cc([N+](=O)[O-])ccc3N)cc2n(C)c1=O | -3 | 6 | 1 | -0.4 | -12 | 9.8 | . | 0.5 | 1.6 | -0.4 | .

Assay outcomes as filed in PubChem BioAssay.
